# GoLoco inh red – inhibitors of human Gai1-RGS12 GoLoco interaction (red fluorophore) | AID 880 | 230,000 tested, 0.44% active | P63096 | Potency, µM (titrated, usually from 61.6 µM), for inactives: top-dose activity, negative = inhibition, hits mostly inhibitors | Gai1:RGS12 GoLoco peptide FP, rhodamine, 10 min; active = well fitted inhibition curve with a large enough effect, not every such curve was filed as active; inactive = no such curve, though single readings can be large or run the other way; also: nearly all actives have a fitted effect of over 30% in size; many of its hits are not listed in these tables
# Target sequence (P63096 whole entry, looked up): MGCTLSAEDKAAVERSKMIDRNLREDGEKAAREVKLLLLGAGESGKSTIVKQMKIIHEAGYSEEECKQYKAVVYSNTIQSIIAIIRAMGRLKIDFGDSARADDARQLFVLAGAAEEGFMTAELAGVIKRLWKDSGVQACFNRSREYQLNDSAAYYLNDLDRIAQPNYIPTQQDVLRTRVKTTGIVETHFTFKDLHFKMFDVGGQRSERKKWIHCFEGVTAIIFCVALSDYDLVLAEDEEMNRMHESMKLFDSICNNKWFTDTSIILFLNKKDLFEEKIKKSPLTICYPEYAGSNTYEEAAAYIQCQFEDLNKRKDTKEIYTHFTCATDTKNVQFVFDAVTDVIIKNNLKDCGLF
# TRb SRC2 PPI – disrupts binding of human TR beta to SRC2; TRbeta-SRC2 peptide binding, fluorescence polarization; receptor liganded with 1 µM T3; Potency, µM (highest dose often 106 µM), for inactives: at the top dose activity change, negative = inhibition, actives largely listed as inhibitors; 280,000 tested, 0.065% active; AID 1469;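 also: plate controls were bound peptide for no effect and peptide without receptor for full effect; nearly all actives have a fitted effect of over 50% in size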
#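 Quantitative HTS by FP: 0.6 uM TRb LBD, 20 nM labeled SRC2 20-mer, 1 uM T3, 5% DMSO; 5 hr ambient incubation; % activity per concentration and potencies from concentration series.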
# L3MBTL1 block – blocks human L3MBTL1 | Q9Y468 | AlphaScreen L3MBTL1–H3K9me1 peptide binding | Potency, µM (top dose mostly 57.1 µM), without a hit: top-dose activity, negative = inhibition, actives largely listed as inhibitors | 230,000 tested, 0.66% active; also: nearly all actives have a fitted effect of over 60% in size
#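 Displacement of a biotinylated histone H3(1-15) peptide monomethylated at Lys9 (75 nM) from L3MBTL1 (50 nM) was measured by AlphaScreen after a 30 min room-temperature compound incubation; cefsulodin titration served as intraplate control.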
# JMJD2E inh – JMJD2E (human) inhibition; B2RXH2; JMJD2E catalytic domain, FDH-coupled NADH fluorescence (FDH is formaldehyde dehydrogenase); Potency, µM (titrated, usually from 57.1 µM), without a hit: at the highest dose activity change, negative = inhibition, actives largely listed as inhibitors; 230,000 tested, 1.6% active; active = well fitted inhibition curve with a large enough effect, not every such curve was filed as active; inconclusive = small, poorly fitted or top-dose-only effect, or another doubt; inactive = no such curve, though single readings can be large or run the other way;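 also: 0% = wells with enzyme and -100% = buffer wells without enzyme; nearly all actives have a fitted effect of over 50% in size; many of its hits are not listed in these tables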
# Target sequence (B2RXH2 1-337 limits assumed): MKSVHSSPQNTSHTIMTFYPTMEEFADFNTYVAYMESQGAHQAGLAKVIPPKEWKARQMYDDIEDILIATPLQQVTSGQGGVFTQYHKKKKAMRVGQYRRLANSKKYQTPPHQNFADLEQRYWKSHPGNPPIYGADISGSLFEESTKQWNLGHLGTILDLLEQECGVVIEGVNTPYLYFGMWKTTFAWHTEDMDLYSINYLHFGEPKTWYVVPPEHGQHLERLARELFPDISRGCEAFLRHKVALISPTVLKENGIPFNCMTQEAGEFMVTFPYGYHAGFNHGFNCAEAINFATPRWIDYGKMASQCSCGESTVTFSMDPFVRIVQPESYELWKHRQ
# Tau fibril ThT – inhibitors of human tau fibril formation, thioflavin T binding; Potency, µM (doses to about 57.4 µM), without a hit: top-dose activity, negative = inhibition, actives largely listed as inhibitors; P10636; 270,000 tested, 2.1% active; AID 1460; recombinant tau K18 P301L (four-repeat tau fragment), heparin-induced fibrillization, ThT fluorescence; also: nearly all actives have a fitted effect of over 55% in size
# Target sequence (P10636 561-689 P618L limits assumed): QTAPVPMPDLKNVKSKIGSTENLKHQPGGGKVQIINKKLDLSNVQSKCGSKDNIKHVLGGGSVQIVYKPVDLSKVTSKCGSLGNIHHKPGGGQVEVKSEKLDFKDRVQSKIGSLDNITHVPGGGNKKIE
#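 Tau K18 P301L fragment (15 uM unlabeled plus 0.24 uM Alexa 594-labeled) in 100 mM sodium acetate pH 7 with compound, fibrillization induced by 20 uM heparin for 6 hr at 37 C. Thioflavin T (30 uM) added, fluorescence read after 1 hr (ex 450, em 510 nm).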
# Tau FP inhib – inhibitors of human tau fibril formation | P10636 | K18 P301L tau heparin fibrillization, Alexa594 FP, 6 h | Potency, µM (titrated, usually from 57.7 µM), for the others: top-dose activity, negative = inhibition, hits mostly inhibitors | 280,000 tested, 0.39% active; also: nearly all actives have a fitted effect of over 55% in size
#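 Human K18 P301L fragment (15 uM unlabeled plus 0.24 uM Alexa 594-labeled) in 100 mM sodium acetate pH 7 with compound, aggregation induced by 20 uM heparin for 6 hr at 37 C. ThT (30 uM) added for 1 hr, then Alexa 594 FP read.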
# TexasRed fluor – Texas Red fluorescence interference in TRb-SRC2 counter-screen. TRb/SRC2 Texas Red total fluorescence interference. Potency, µM (series often up to 106 µM), for the others: at the top dose fluorescence change, negative = quenching. 280,000 tested, 0.29% active. AID 1479; active = well fitted curve in either direction with a large enough effect; inconclusive = small, poorly fitted or top-dose-only effect
#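 Flags fluorescent or light-absorbing compounds by total fluorescence, S + 2P, at 555 nm excitation and 632 nm emission. Mixture: 20 nM Texas Red SRC2 peptide, 0.6 uM human TRb LBD, 1 uM T3, 5% DMSO; compound exposure 5 h at ambient temperature.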
# RECQ1 inh – RECQ1 (human) helicase inhibition | P46063 | RECQ1 DNA unwinding, red fluorescence kinetic read | Potency, µM (highest dose often 57.3 µM), for inactives: at the top dose activity, negative = inhibition, usual class: inhibitors | 240,000 tested, 0.54% active | AID 2549;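 also: plate controls were vehicle for no effect and no enzyme for full effect; nearly all actives have a fitted effect of over 30% in size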
#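 50 nM RECQ1T1 preincubated 15 min with compound in Tris pH 8.0 buffer with MgCl2, DTT, Tween-20 and 2.5 ug/ml poly(dI-dC); started with 200 nM TAMRA/BHQ-2 forked duplex and 2 mM ATP. Unwinding read as fluorescence (525/598 nm), two reads 2 h apart.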
# * marks the source's active call; other numbers are inactive results; i = inactive; ? = inconclusive; . = not tested or not shown; [ ] = another dose, or the depositor's remark. Unless noted, calls follow the shape of the dose curve; as a rule, active = well fitted curve in the direction sought with a large enough effect; inconclusive = small, poorly fitted or top-dose-only effect, or another doubt; inactive = no such curve, though single readings can be large; an effect the other way counts as inactive or inconclusive. Unless noted, % is scaled to controls: 0 for no effect and ±100 for the full control effect; potency is read from the fitted curve at half-maximal effect. A portion of the library; the hit share may differ from the screen's.
# Order of results: Tau FP inhib	L3MBTL1 block	TRb SRC2 PPI	RECQ1 inh	GoLoco inh red	JMJD2E inh	Tau fibril ThT	TexasRed fluor
1. CCn1c(=O)cc(N2CCCCC2)[nH]c1=O
→ 6%	4%	-9%	0%	-9%	4%	-1%	-2%
2. Cc1cc(C)nc(NC(=O)/C=C/c2cccs2)c1
→ -13%	-1%	-8%	i	.	?	?	4%
3. O=C(CCCn1c(SCC(=O)c2ccccc2)nc2ccccc2c1=O)NCC1CCCO1 (stereo unspecified)
→ 5%	14%	-16%	5%	3%	-5%	-7%	-4%
4. COc1ccc(CCN(C)C(=O)c2ccc(S(=O)(=O)NCc3ccco3)cc2)cc1OC
→ 1%	-9%	-1%[53 µM]	-3%	-4%	-3%	18%	-1%[53 µM]
5. CCOC(=O)CN(Cc1sccc1C)C(=O)Nc1ccc(OC)cc1OC
→ 7%	10%	3%	-4%	6%	7%	9%	0%
6. Cc1ccc(C)c2[nH]c(=O)c(C(c3nnnn3CCc3ccccc3)N3CCOCC3)cc12 (stereo unspecified)
→ -6%	-1%	1%	i	2%	?	-5%	1%
7. COc1ccc(-n2c(Cc3cccn3C)nnc2SCC(=O)Nc2ccccc2OC)cc1
→ 4%	-14%	6%	-7%	6%	0%	-9%	3%
8. Cn1c(SCC(=O)Nc2ccc3nc(SCC(=O)N4CCCC4)sc3c2)nnc1-c1ccc(N)cc1
→ -2%	.	-6%	0.63µM*	7%	2%	?	-18%
9. O=C(c1cnn(-c2ccccc2)c1-n1cccc1)N1CCN(C2CCCCC2)CC1
→ -1%	10%	6%	i	3%	6%	-10%	2%
10. Cc1ccc(NC2=C(Cl)C(=O)c3ccccc3C2=O)cc1
→ ?	-6%	-1%	-1%	.	2%	2.2µM*	-1%
11. CCN1C(=O)C(CC(=O)NCCc2ccccc2)N(NC(=O)c2cccnc2)C1=S (stereo unspecified)
→ -4%	.	0%	-7%	-14%	-2%	-7%	-2%
12. CC(=O)c1cccc(NC(=O)CCn2nc(C)c(S(=O)(=O)N(C)C)c2C)c1
→ -1%	.	2%	.	.	.	-2%	1%
13. Nc1ncn(C2OC(CO)C(O)C2O)c(=O)n1 (stereo unspecified)
→ 1%	.	9%	7%	-3%	7%	1%	0%
14. COC(=O)[C@@]1(Cc2ccc(F)cc2)[C@@H]2[C@@H](CC(=O)[C@H]2CC(=O)C(=O)N2CCCC2)CN1C(=O)c1ccccc1
→ -5%	.	-4%	5%	0%	7%	?	-1%
15. COc1ccc(-c2nnc(N)s2)cc1
→ -1%	-2%	-3%	i	7%	?	?	-5%
16. CC(C)C(NS(=O)(=O)c1cccc2nsnc12)C(=O)Nc1nccs1 (stereo unspecified)
→ 6%	.	3%	i	9%	-2%	.	-1%
17. Cc1nc2nc3c(cn2n1)C(=O)CC(C)(C)C3
→ 2%	-4%	-6%	-3%	-1%	-2%	5%	0%
18. COc1ccc(/C=N/N=C2\SC(CC(=O)O)C(=O)N2c2ccccc2)cc1 (stereo unspecified)
→ -5%	8%	4%	i	19%	-11%	-4%	-3%
19. CC(C)(C)OC(=O)C(Cc1ccc(OC(C)(C)C)cc1)NC(=O)CNC(=O)CNC(=O)OCc1ccccc1 (stereo unspecified)
→ 0%	2%	2%	-12%	-6%	-6%	5%	-1%
20. COc1ccccc1OCc1ccc(C(=O)NN)o1
→ -9%	-4%	3%	-1%	12%	5%	-14%	1%
21. Cc1ccc2c(c1)CCCN2C(=O)c1ccc2c(c1)OCO2
→ 3%	5%	-2%	-6%	4%	4%	-12%	-1%
22. Cn1nnnc1SCC(=O)N1CCN(c2cccc(Cl)c2)CC1
→ 2%	.	-2%	-4%	8%	3%	-1%	0%
23. COc1ccc(C2=Nc3ccc(C)cc3C(c3ccccc3)N2CC(=O)NN)cc1 (stereo unspecified)
→ 12%	-15%	-3%	6%	14%	7%	7%	-7%
24. C=C(C)Cn1c(CCNC(=O)CCC)nc2ccccc21
→ -6%	3%	1%	-1%	10%	1%	-5%	-1%
25. Cc1cccc(CCNC(=O)c2cc3ccccn3n2)c1
→ 8%	.	-4%	.	.	.	-7%	-1%
26. COc1ccc(NS(=O)(=O)c2cccc3cccnc23)cc1
→ -16%	-11%	6%	-12%	11%	-6%	-2%	-3%
27. O=C(Cc1ccccc1)NC1CC(=O)N(c2ccc3c(c2)OCCO3)C1 (stereo unspecified)
→ -1%	.	-3%	.	.	.	1%	-1%
28. CCOC(=O)Nc1ccc(OCc2nnc3c4ccccc4c(C)nn23)cc1
→ 2%	2%	2%	-7%	10%	-4%	?	0%
29. Cc1ccc(-c2[nH]nc3c2C(C)C(C#N)=C(N)O3)cc1 (stereo unspecified)
→ -3%	0%	-4%	i	9%	-10%	-7%	2%
30. Cc1sc2nc(C(C)Sc3nnc(C)n3-c3ccccc3)[nH]c(=O)c2c1C (stereo unspecified)
→ 8%	.	3%	-2%	6%	-8%	-10%	1%
31. COc1cc2c(cc1OC)CN(C(=O)c1ccc(OC)c(S(=O)(=O)N3CCOCC3)c1)CC2
→ 0%	-12%	-10%	3%	11%	1%	8%	-1%
32. COc1ccc2c(c1)c(C(=O)N/N=C/c1cn(C)c3ccccc13)c(C)n2C
→ 12%	-4%	0%	-6%	11%	-1%	?	1%
33. CN1C(=O)NC(c2ccccc2)(C(F)(F)F)S/C1=C(/C#N)c1nnc(N2CCOCC2)n1-c1ccccc1 (stereo unspecified)
→ 1%	12%	-3%	-4%	-4%	-2%	-10%	-7%
34. CCCC(=O)NC(=S)Nc1cccc(Cl)c1N1CCCC1
→ -9%	-2%	2%	-9%	2%	-13%	-4%	-7%
35. CC12CC(NC(=O)N1c1ccc(C(=O)N3CCN(c4ccc(F)cc4)CC3)cc1)c1ccccc1O2 (stereo unspecified)
→ 9%	-4%	-2%	i	0%	-1%	-11%	0%
36. CCn1c(=O)c2c(O)cc(=O)oc2c2ccccc21
→ 4%	1%	3%	3%	3%	-2%	-2%	3%
37. c1ccc(CCc2nc(-c3ccncc3)no2)cc1
→ -3%	.	2%	-2%	0%	-4%	-12%	-5%
38. CCOC(=O)C1(CCc2ccccc2)CCN(Cc2ccc(O)cc2)CC1
→ 1%	-12%	-7%[53 µM]	i	6%	2%	-2%	0%[53 µM]
39. Cc1cccc2cc(C#N)c(SCC(=O)N3CC(=O)Nc4ccccc43)nc12
→ 5%	4%	-5%	2%	69%[activator]	?	?	-6%
40. Clc1ccc(Nc2ncnc3c2nnn3Cc2ccccc2)cc1
→ -4%	3%	2%	-2%	4%	?	-6%	-5%
41. COc1ccc(C)cc1-n1nnc(C(=O)Nc2cccc(SC)c2)c1C
→ 7%	.	6%	.	.	.	-1%	0%
42. COc1cccc2c1cc1c(=O)n(CC(=O)NCc3ccco3)nc(C)n12
→ -10%	.	-4%	.	.	.	-5%	?
43. CN1CCN(C(=O)/C=C/c2ccc3c(c2)OCO3)CC1
→ 3%	-4%	7%	0%	10%	1%	-3%	-2%
44. Cn1nnnc1Sc1ccc([N+](=O)[O-])cc1Cl
→ -2%	10%	5%	-3%	8%	-1%	-8%	-1%
45. CC(NC(=O)Nc1nnc(C(F)(F)F)s1)N1C(=O)C2C3C=CC(C3)C2C1=O (stereo unspecified)
→ -11%	2%	-5%	i	1%	3%	-11%	1%
46. CC1(C(=O)O)CCC(C(=O)N2CCCCC2)C1(C)C (stereo unspecified)
→ -9%	-5%	0%	18%	17%	-13%	-8%	-2%
47. COCCNC(=S)NNc1cccc(C(=O)O)c1
→ ?	.	-2%	-4%	-8%	-6%	?	-1%
48. CC1CCCCN1C(=O)CCn1c(=S)oc2ccccc21 (stereo unspecified)
→ 1%	0%	-1%	-1%	-8%	-6%	1%	0%
49. O=C(Cc1ccccc1)Nc1cccc(C(=O)N/N=C/c2ccco2)c1
→ -4%	-5%	3%	-15%	-3%	-7%	-7%	-4%
50. CCOC(=O)Cn1c(=O)oc2cc(S(=O)(=O)N3CCCC(C)C3)ccc21 (stereo unspecified)
→ -1%	.	-1%	.	.	.	2%	2%
51. COc1ccc(NC(=O)c2oc3ccccc3c2NC(=O)c2cc(C)cc(C)c2)c(OC)c1
→ -7%	.	-6%	.	.	.	3%	0%
52. COc1ccc(-c2noc(CN3CCN(c4ccccc4)CC3)n2)cc1
→ 12%	-2%	2%	-15%	8%	2%	?	1%
53. COc1cc(/C=C/C(=O)OCC(=O)Nc2cccc(Oc3ccccc3)c2)ccc1O
→ 0%	?	8%	7%	42%[activator]	13%	4%	1%
54. CCN(c1ccccc1)S(=O)(=O)c1ccc(-c2cc(C)no2)s1
→ -3%	.	9%	.	.	.	0%	1%
55. COc1ccc(CNC(=O)C2CCN(S(=O)(=O)N3CCC4(CC3)OCCO4)CC2)c(OC)c1
→ -8%	4%	-1%	0%	-2%	2%	-13%	-3%
56. COc1ccc(-c2c(C#N)c(SCC(=O)Nc3cccc(Cl)c3)nc(C)c2C(=O)Nc2ccccc2)cc1OC
→ ?	.	11%	.	.	.	?	0%
57. CC[C@@H](C)C(NC(=O)OC(C)(C)C)c1cn([C@@H](CCCCNC(=O)OC(C)(C)C)C(=O)N2CCN(C(=O)OC(C)(C)C)CC2)nn1 (stereo partly specified)
→ 6%	4%	2%	-3%	2%	7%	-9%	0%

# Screens (PubChem BioAssay)
